Apaf1 inhib – inhibitors of human Apaf-1 apoptosome; reconstituted apoptosome caspase-3 activity, DEVD-Rh110 fluorescence; inhibition, % at 20 µM; AID 489030; actives 0.71% (n = 330,000); active means inhibition of at least 40% at 20 µM;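 further: plate controls were DMSO wells for no effect and DEVD-CHO caspase inhibitor wells for full effect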
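Assay system – apoptosome proteins · Medium – Hepes buffer, pH 7.5 · Also added – cytochrome c with DEVD-Rh110 · Timing – 30 min compound preincubation, 50 min activation, room temperature · Detection – Rh110 fluorescence, excitation 480 nm, emission 540 nm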
Gli-Sufu antag – antagonists of Gli-Sufu signaling | Sufu-KO-LIGHT fibroblasts, Gli luciferase reporter luminescence | inhibition, % at 5 µM | actives 0.74% (n = 340,000) | AID 588413;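 active means inhibition above about 55%, limit read from the data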;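 further: 0% = DMSO-treated cells and 100% = wells with medium but no cells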
EBI2 block – blocks human EBI2 receptor beta-arrestin signaling | P32249 | EBI2 beta-arrestin recruitment, luminescence, 7a,25-OHC stimulated | inhibition, % at 5 µM | actives 0.81% (n = 360,000) | AID 651636; in the data active means inhibition above about 38%;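 further: enzyme fragment complementation signal reports receptor beta-arrestin coupling in cells; 0% = agonist plus DMSO wells and 100% = wells without agonist; some results beyond the cut were filed as inactive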
697 NFkB inh – inhibitors of the PMA/ionomycin-induced NF-kB reporter in 697 B cells. 697 B-cell NF-kB luciferase reporter, 16 h. inhibition, % at 4 µM. actives 0.33% (n = 330,000); in the data active means inhibition above about 35%
CCR6 antagonist – CCR6 (human) receptor antagonism. inhibition, % at 20 µM. CHO-K1 CCR6 PathHunter beta-arrestin, luminescence, CCL20-stimulated. AID 493098. actives 0.49% (n = 340,000);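 active means compounds whose inhibition of the agonist-driven luminescence signal at 20 µM reaches about 50%, limit read from the data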;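 further: cells stimulated with CCL20 at 14 nM final; plate controls were DMSO with CCL20 for no effect and DMSO without agonist for full effect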
SENP8 block – blocks the human protease SENP8; Q96LD8; actives 1.2% (n = 330,000); AID 2540; purified SENP8, Z-RLRGG-aminoluciferin cleavage, luminescence; inhibition, % at 10 µM
Jurkat NFkB inh – lowers PMA/ionomycin-induced NF-kB signal in Jurkat cells. PMA/ionomycin-induced NF-kB luciferase reporter, luminescence. inhibition, % at 4 µM. actives 0.53% (n = 330,000). AID 435003
UBC13 inh – inhibitors of human UBC13 polyubiquitin chain formation; TR-FRET; P61088; inhibition, % at 20 µM; actives 0.47% (n = 330,000); AID 485273; in the data active means inhibition above about 45%, passing the limit was not always enough
* marks the source's active call; other numbers are inactive results; / = no result given; & = joins results of further samples. Unless noted, no stated cut-off is given here; in the data, active means inhibition above about 50%; inactive means the rest. The list is partial, so the mix of outcomes need not match the whole.

SMILES | Apaf1 inhib | Gli-Sufu antag | EBI2 block | 697 NFkB inh | CCR6 antagonist | SENP8 block | Jurkat NFkB inh | UBC13 inh
CCn1c(=O)[nH]c2ccccc2c1=O | -4.8 | 2.0 | -4.4 | 9.5 | -7.0 | -4.1 | -4.2 | 2.6
COc1ccc(/C=N\n2nnc3ccccc32)cc1 | 13.3 | -133.9 | 8.0 | -294.5 | 0.9 | 93.6* | -146.9 | -5.4
Cc1cc(C)cc(NC(=O)N2CCCC2C(=O)NCc2ccco2)c1 (centres undefined) | 8.2 | -8.7 | -13.5 | 6.9 | 8.6 | -4.9 | -0.8 | -6.9
c1ccc(Cn2nnc3c(N4CCOCC4)ncnc32)cc1 | 10.4 | 6.0 | -4.4 | -16.2 | -6.5 | 0.0 | -4.9 | 8.3
CC(C)CCNC(=O)C1CC(=O)N(C2CCCC2)C1 (centres undefined) | -17.0 | -2.5 | -12.2 | 14.7 | -8.4 | -0.3 | 1.6 | 5.8
CC(NC(=O)CSc1ncccc1C(=O)O)C1CC2CCC1C2 (centres undefined) | -18.1 | 3.4 | -8.7 | -30.7 | 5.3 | -0.6 | -10.5 | 2.5
COc1ccc(-c2nnc3n(CCc4ccccc4)c(=O)c4ccccc4n23)c(OC)c1 | 9.4 | 5.9 | 8.8 | -8.9 | 1.2 | 2.5 | -10.5 | 10.4
CCC/C=N/NC(=O)c1cc(Br)ccc1O | -0.6 | -1.0 | -5.4 | 2.1 | -11.2 | -8.6 | 8.3 | 2.8
O=C(NCCc1ccc(Cl)cc1)C1CCN(C(=O)c2sccc2-n2cccc2)CC1 | 12.9 | -0.2 | 7.5 | 13.1 | -18.1 | -5.5 | -6.4 | 0.8
N=C1/C(=C\c2coc3ccccc3c2=O)C(=O)N=C2SC=CN12 | 2.7 | 2.9 | -2.1 | 17.4 | 4.3 | 3.1 | -2.7 | -29.7
CCOc1cccc2sc(Nc3nc4ccc(NC(C)=O)cc4s3)nc12 | -8.8 | 6.8 | 31.8 | -11.1 | -9.3 | -10.2 | 2.7 | -7.0
CCOC(=O)/C(C#N)=C/c1cn(CCOc2ccc(OC)cc2)c2ccccc12 | -0.7 | -0.4 | 13.4 | 5.9 | 6.1 | -0.2 | -7.6 | 4.9
CN1CCN(NC(=O)NC2CCCCC2)CC1 | 7.2 | -12.8 | -1.1 | 10.4 | -9.4 | -5.7 | 5.9 | 8.3
Cc1ccc(OCCC(=O)OC(C)C(=O)NC2CC2)cc1 (centres undefined) | 1.7 | 1.4 | -2.3 | 3.2 | -6.6 | -6.3 | -2.5 | 0.4
O=C1CCCc2c1nc(-c1ccc([N+](=O)[O-])cc1)n2O | -9.0 | 0.8 | 3.1 | 9.3 | 22.6 | 2.3 | 6.9 | -4.7
CCCN1CCC(NC(=O)Nc2cc(Cl)ccc2OC)CC1 | -5.7 | 16.3 | -12.0 | -2.5 | 4.5 | -4.6 | 3.1 | 18.1
Cc1cccc(NC(=S)NNC(=O)c2cccc([N+](=O)[O-])c2)c1 | -11.9 | 13.2 | -6.7 | -21.1 | 17.6 | 0.6 | 8.3 | -11.2
Cc1ccc(/C=N/n2c(C3CCCCC3)n[nH]c2=S)s1 | 11.6 | 2.2 | 5.9 | -18.2 | 32.7 | -1.8 | -11.1 | 7.4
CCCCC(=O)Nc1ccc(C(=O)NNC(=S)NC(=O)c2ccccc2[N+](=O)[O-])cc1 | -2.9 | -13.7 | 2.3 | 5.8 | 27.9 | 7.2 | -6.5 | -10.5
C/C(=C\C(=O)c1ccc(Br)cc1)NCc1ccc(C)cc1 | 18.9 | -22.1 | 2.6 | 9.6 | 28.3 | 2.3 | -0.9 | -0.9
COc1ccc(OCc2cc(C(=O)NC(C)Cc3cnccn3)no2)c(Cl)c1 (centres undefined) | -0.4 | -7.3 | -3.9 | -58.9 | 19.6 | -0.8 | -35.3 | -0.2
Fc1ccc2nc(Nc3nc4cc5c(cc4s3)OCCO5)sc2c1 | 4.9 | -72.2 | 14.4 | -209.5 | -3.9 | 51.8* | -113.3 | -10.9
Cc1ccc(N(C(=O)c2sc(C)nc2C)C(C(=O)NC(C)(C)C)c2ccncc2)cc1 (centres undefined) | 0.1 | 17.7 | 8.3 | 8.1 | 1.9 | -7.6 | 3.2 | -2.5
Cc1ccc(NS(=O)(=O)c2cn(C)c(=O)n(C)c2=O)cc1C | 2.6 | -2.8 | 3.5 | -1.0 | -10.9 | -1.7 | 14.2 | -6.2
CCC(CO)Oc1cc(NC(=O)c2ccccc2[N+](=O)[O-])c2ncn(C(C)C)c2c1 (centres undefined) | 17.2 | 6.3 | -9.1 | 6.5 | -9.0 | 7.5 | 7.5 | 0.3
Cc1ccc(C)c(NC(=O)c2cc([N+](=O)[O-])cc([N+](=O)[O-])c2)c1 | -9.3 | 1.1 | 0.7 | -7.5 | -21.9 | -4.9 | 10.2 | -11.8
O=c1c2c(C(F)(F)F)cc(C(F)(F)F)nc2[nH]n1-c1ccccc1 | -11.0 | 0.5 | -3.3 | 30.0 | 22.8 | -2.5 | -2.8 | -7.5
O=C(Cc1ccccc1)NCC(=O)N1CCN(c2ccccc2)CC1 | -12.0 | -3.3 | -6.3 | 8.9 | 4.2 | 2.9 | 14.0 | 5.0
N#C/C(=C\c1ccccc1)C(=O)N(c1ccccn1)C1CCCCC1 | 12.5 | 5.0 | 13.5 | -11.8 | 5.0 | -7.6 | -4.1 | -6.3
CCC(=O)Nc1ccc2c(c1)OCCO2 | 7.5 | 3.0 | -7.3 | -3.2 | -0.1 | 4.0 | 6.2 | -2.8
Cc1ccc(C(=O)N/C(=C\c2ccc(-c3ccccc3[N+](=O)[O-])o2)C(=O)NCCCN(C)C)cc1 | 55.8* | 16.2 | 0.4 | 11.4 | -23.4 | 25.6 | 8.2 | -13.7
Cc1ccc(S(=O)(=O)N(CC(=O)NCc2cccnc2)c2ccc(F)cc2)cc1 | -1.3 | 6.4 | 6.6 | 3.5 | -0.4 | 5.2 | 11.1 | -5.8
CC(C)c1nnc(NC(=O)CCC(=O)NCCc2ccccc2)s1 | -6.7 | 2.8 | -4.9 | -6.5 | 0.6 | 5.4 | -12.8 | -6.2
CC1CCC(C(C)C)C(OC(=O)CSc2nnc(N)s2)C1 (centres undefined) | 5.3 | -1.1 | -9.7 | -14.3 | -7.6 | 6.6 | 2.7 | -2.6
COC(=O)N/N=C/c1ccc(-c2cc(Cl)ccc2Cl)o1 | 18.3 | -2.8 | 0.4 | 16.0 | 13.8 | 2.6 | 12.6 | -1.2
Cc1ccccc1CNCc1cccnc1 | 8.1 | -9.2 | -7.3 | 9.3 | -3.7 | 0.1 | 2.9 | 4.5
CC(C)CNC(=O)/C=C/C(=O)O | -2.8 | -9.6 | -7.3 | 10.0 | -6.8 | -1.9 | -10.2 | 4.2
CCC(C)N(CC(=O)Nc1cccc(C)c1C)C(=O)CCl (centres undefined) | -15.3 | 17.7 | 2.7 | -10.8 | 5.4 | 3.5 | 27.5 | 7.1
CN(c1ccc(C(=O)Nc2nccs2)cc1)S(=O)(=O)c1ccccc1 | 2.5 | -8.9 | -0.3 | -8.8 | 11.0 | -10.9 | -18.0 | -10.1
Cc1c(NC(=O)c2ccc(S(=O)(=O)N3CC(C)OC(C)C3)cc2)c(=O)n(-c2ccccc2)n1C (centres undefined) | -15.6 | -2.3 | -0.8 | -1.3 | -2.4 | -10.3 | -8.2 | -6.5
CCOc1ccc(Br)cc1S(=O)(=O)N1CC(C)OC(C)C1 (centres undefined) | -5.5 | 25.7 | -7.7 | 8.0 | 0.0 | 8.5 | 2.1 | 1.2
c1cncc(CNc2ncnc3ccc(-c4ccoc4)cc23)c1 | 2.1 | -39.4 | -5.5 | -1.9 | 1.2 | 8.9 | 31.1 | 14.6
CNC(=S)N1CCN=C1Nc1nc(C)cc(C)n1 | -3.0 | 6.2 | -12.7 | 4.6 | 13.1 | 2.4 | 3.6 | 8.4
Cc1ccc(S(=O)(=O)Nc2ccc(O)c3cccnc23)cc1 | 9.5 | 8.0 | -6.4 | -12.4 | 6.9 | -2.6 | 4.6 | -19.9
Cc1ccc(NC(=O)c2ccc(OC(=O)c3ccco3)cc2)cc1 | -6.5 | -75.3 | -11.3 | -109.2 | -15.9 | -9.6 | -96.3 | -12.8
Cc1cc(=O)oc2cc(OCCC[n+]3ccccc3)ccc12 | -12.7 | 11.4 | -3.6 | 9.2 | 4.0 | 2.1 | 3.9 | 0.3
O=C(CCCOc1ccc(Cl)cc1Cl)N/N=C/c1ccco1 | -4.2 | -25.2 | -7.1 | 10.7 | -3.1 | 4.6 | 1.0 | 10.0
O=C(Nc1nc(-c2cccs2)c(-c2cccs2)s1)C1(c2ccccc2)CC1 | 8.3 | 6.5 | 15.8 | -11.3 | 6.9 | 2.6 | 4.2 | 31.2
CC(C)n1nc(C(=O)N2CCN(S(=O)(=O)c3cccs3)CC2)c2ccccc2c1=O | -13.3 | / | / | -2.8 | / | 7.5 | -3.5 | -5.1
Oc1ccc(NC(=S)Nc2ccccc2)cc1 | 5.3&1.2 | 45.0&8.3 | -10.3&-10.8 | -14.6&-0.7 | 3.1&16.4 | 0.0&-3.6 | -17.4&4.6 | -0.6&14.4
Cc1c(C(=O)Nc2nccs2)oc2c(Cl)cccc12 | 16.1 | -38.5 | -1.7 | -14.6 | 6.1 | -11.2 | -15.6 | 3.4
COc1cccc(CNC(C)(C)CO)c1OCc1ccc(Cl)cc1 | -4.4 | 9.1 | -5.8 | -1.4 | 5.0 | 4.0 | 7.4 | 8.3
OCC1(C2=NOC(O)(C(F)(F)F)C2)CCCCC1 (centres undefined) | -3.1 | 2.5 | -4.7 | 7.2 | 1.6 | 7.0 | -16.1 | -1.2
O=S(=O)(c1cccc2cccnc12)N1CCCCC1 | -43.7 | 9.3 | 3.3 | 8.9 | -4.1 | 5.3 | -8.3 | 6.7
C/C=C/COC(=O)c1[nH]c2c(c1C)C(=O)CC(c1ccc(N(C)C)cc1)C2 (centres undefined) | 5.5 | 0.5 | 8.1 | 11.9 | 7.9 | 4.9 | 9.4 | 7.2
Cc1cc(N2CCCCC2)n2nc(C)c(-c3ccccc3)c2n1 | 15.5 | -13.2 | 17.7 | -23.9 | 9.9 | 7.3 | -16.6 | 6.9
Cc1cc(C)cc(NC(=O)C2CCN(c3cnccn3)CC2)c1 | -2.3 | 1.7 | 4.4 | -2.2 | 6.3 | 2.0 | 5.2 | 10.9
CSc1nc2nc3c(cc2c(=O)n1-c1ccccc1C)COC(C)(C)C3 | -6.1 | -7.6 | -5.5 | 23.5 | 1.5 | 3.7 | 24.8 | 9.8
O=C(Nc1ncccn1)C1CCCN1S(=O)(=O)c1ccc(Cl)c(Cl)c1 (centres undefined) | -18.4 | 5.3 | -0.1 | 4.8 | 1.2 | -1.5 | -9.9 | 0.4
O=c1ccn(CCOc2ccc(Cl)cc2)c(=O)[nH]1 | -3.8 | -1.2 | -14.4 | 9.9 | 2.2 | 2.5 | -0.2 | -2.8
Cc1ccsc1/C=N/NC(=O)c1cccnc1 | -8.1 | 0.2 | -7.0 | -11.2 | -1.2 | -3.8 | -6.4 | -6.1

Shown as a markdown table: part of the list above
| SMILES | Apaf1 inhib | Gli-Sufu antag | EBI2 block | 697 NFkB inh | CCR6 antagonist | SENP8 block | Jurkat NFkB inh | UBC13 inh |
| --- | --- | --- | --- | --- | --- | --- | --- | --- |
| Cc1cc(N2CCCCC2)n2nc(C)c(-c3ccccc3)c2n1 | 15.5 | -13.2 | 17.7 | -23.9 | 9.9 | 7.3 | -16.6 | 6.9 |
| CC(C)n1nc(C(=O)N2CCN(S(=O)(=O)c3cccs3)CC2)c2ccccc2c1=O | -13.3 | / | / | -2.8 | / | 7.5 | -3.5 | -5.1 |
| OCC1(C2=NOC(O)(C(F)(F)F)C2)CCCCC1 (centres undefined) | -3.1 | 2.5 | -4.7 | 7.2 | 1.6 | 7.0 | -16.1 | -1.2 |
| Oc1ccc(NC(=S)Nc2ccccc2)cc1 | 5.3&1.2 | 45.0&8.3 | -10.3&-10.8 | -14.6&-0.7 | 3.1&16.4 | 0.0&-3.6 | -17.4&4.6 | -0.6&14.4 |
| COc1cccc(CNC(C)(C)CO)c1OCc1ccc(Cl)cc1 | -4.4 | 9.1 | -5.8 | -1.4 | 5.0 | 4.0 | 7.4 | 8.3 |
